Assay outcomes from PubChem.
14-3-3 PPI: modulators of human 14-3-3 gamma - Raf peptide interaction; FP, 14-3-3gamma / TMR-pS259-Raf peptide binding; 160,000 tested, 0.19% active; inhibition, % at 40 µM; P61981; in the data active means inhibition above about 30%;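 further: 0% = protein plus tracer without compound and 100% = blank with tracer alone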
Target sequence (P61981 whole entry, looked up): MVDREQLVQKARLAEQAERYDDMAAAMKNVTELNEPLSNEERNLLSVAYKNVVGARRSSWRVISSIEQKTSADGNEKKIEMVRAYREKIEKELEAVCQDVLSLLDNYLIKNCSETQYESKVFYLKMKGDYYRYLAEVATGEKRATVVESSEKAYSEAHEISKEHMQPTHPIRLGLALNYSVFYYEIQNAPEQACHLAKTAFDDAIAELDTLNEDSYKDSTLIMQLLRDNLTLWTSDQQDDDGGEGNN
Starred values were filed as active, the others as inactive; & = joins results of further samples. These rows are one share of the data; the hit share may differ from the screen's.

SMILES	14-3-3 PPI
COc1cc(C(O)c2nccn2C)cc(OC)c1OC (centres undefined)	-10.2
c1ccc(-n2ncc3c2ncn2c(CSc4nc5ccccc5s4)nnc32)cc1	-13.0
O=C1NC2(CCCC2)N=C1c1ccc(Cl)cc1	-7.0
COc1ccc(C2C=C(c3ccc(Cl)cc3)Nc3nc(CCCO)nn32)cc1OC (centres undefined)	-4.1
O=C(Cn1cnc([N+](=O)[O-])n1)N1c2ccccc2Sc2ccccc21	-7.7
CCN(CC)c1ccc(NC(=O)CN2CCN(S(=O)(=O)c3ccc(Br)cc3)CC2)cc1	1.5
CCCC(=O)Oc1ccc2c(=O)c(Oc3ccccc3Br)c(C(F)(F)F)oc2c1	-4.8
CC1=C(C(=O)OCC2CCCCC2)C(c2ccc(OCc3ccccc3)cc2)NC(=O)N1 (centres undefined)	28.1
CCOC(=O)c1ccc2c(c1)C1C=CCC1C(c1ccccc1OCc1ccccc1)N2 (centres undefined)	-38.4
O=c1oc2ccccc2cc1-c1nc2ccccc2o1	-9.4
Cc1ccc2c(c1)nnn2C1CCN(C(=O)c2cccs2)CC1	-3.8
COc1cc2c(cc1OC)C(c1ccccc1)N(C(=O)C(C)(C)C)CC2 (centres undefined)	-2.5
Cc1ccc(C2CC(=O)Nc3cc4c(cc32)OCO4)o1 (centres undefined)	4.2
CC(=O)Nc1cc(C(=O)NCc2ccc(C)cc2)ccc1S(=O)(=O)c1ccc(Cl)cc1	-9.8
CCOC(=O)COc1ccc(C(=O)NC2CCCCC2)cc1	-10.7
CCS(=O)(=O)N1CCC(C(=O)NC2CCCCC2)CC1	0.8
O=C(O)C1CC=CCC1C(=O)Nc1nc(-c2ccccc2Cl)cs1 (centres undefined)	-3.0
CCCCn1c(SCC(=O)c2ccccc2)nc2ccc(N3CCOCC3)cc2c1=O	-4.5
C=CCc1cccc(CNc2nc3ccccc3n2CC)c1O	-2.3&4.1
Cc1ccc(S(=O)(=O)c2nc(CC(C)C)oc2N2CCCCC2)cc1	-4.9
CCOC(=O)c1cnc2c(C)cccc2c1Nc1cccc(O)c1	0.7
C=CCn1cnc2c(c1=O)c1nc3ccccc3nc1n2/N=C/c1cc(OC)c(OC)c(OC)c1	-17.9
Cc1ccc2c(c1)n([O-])c1c([n+]2=O)CCCC1	3.1
Cc1cc(Cl)c(S(=O)(=O)NCCC(=O)O)cc1OCC(N)=O	11.4
Cc1ccc(CN2CC(C(=O)Nc3ccc(S(=O)(=O)Nc4cc(C)nc(C)n4)cc3)CC2=O)cc1 (centres undefined)	-8.2

A draw from above in order of count of non-hydrogen atoms, falling:
SMILES	14-3-3 PPI
CC1=C(C(=O)OCC2CCCCC2)C(c2ccc(OCc3ccccc3)cc2)NC(=O)N1 (centres undefined)	28.1
CCN(CC)c1ccc(NC(=O)CN2CCN(S(=O)(=O)c3ccc(Br)cc3)CC2)cc1	1.5
O=C(O)C1CC=CCC1C(=O)Nc1nc(-c2ccccc2Cl)cs1 (centres undefined)	-3.0
O=c1oc2ccccc2cc1-c1nc2ccccc2o1	-9.4
O=C1NC2(CCCC2)N=C1c1ccc(Cl)cc1	-7.0

(list continues)
SMILES	14-3-3 PPI
Cn1c(=O)n(C)c2cc(N=Cc3c(O)ccc4ccccc34)ccc21	-46.9
Cc1sc2ncn(CC(=O)Nc3ccc4c(c3)OCCO4)c(=O)c2c1S(=O)(=O)N1CCCCC1	-6.9
CCOC(=O)C1=CN(c2ccc(C)cc2)C=C(C(=O)OCC)C1c1ccc(C)s1	1.1
CCCCNC(=O)c1ccccc1NS(=O)(=O)c1ccc2c(c1)OCCO2	1.4
COc1ccc(C(C#N)N2N=C(C)CC2c2ccccc2)cc1OC (centres undefined)	4.1
CCCS(=O)(=O)N1CCN(c2ccccn2)CC1	-10.4
CC1CC(C)CN(S(=O)(=O)c2ccc(C(=O)Nc3ccc(O)c(-c4nc5ccccc5s4)c3)cc2)C1 (centres undefined)	-120.1
O=C1c2ccccc2-c2c1cccc2C(=O)N1CCN(c2ccccn2)CC1	1.0
O=C(c1ccco1)N1CCN(C(=O)c2cc(-c3ccccn3)nc3ccccc23)CC1	-11.7
O=C(C1CCC1)N1CCc2cc(S(=O)(=O)N3CCC(N4CCCCC4)CC3)ccc21	-0.3
Cc1cc(=O)[nH]c(SCc2nc3ccccc3n2Cc2ccccc2)n1	-10.0&-2.0
CCOC(=O)C1=CN(c2ccc(C)cc2)C=C(C(=O)OCC)C1c1cccs1	-0.5
CCC(=O)Nc1ccc(NC(=O)c2c(C)nc3ccccn23)cc1	-6.0
CCn1c(=O)c(C(=O)NCc2cccnc2)c(O)c2ccccc21	-7.9
COc1ccc2oc(=O)c(C(=O)NCc3ccccc3)cc2c1	-4.5
O=C(CCC1COc2ccccc2O1)Nc1ccc(Cl)cn1 (centres undefined)	-5.3
O=C(Nc1c2c(nn1-c1ccc(Cl)cc1)CS(=O)(=O)C2)c1ccc(S(=O)(=O)N2CCCCC2)cc1	-4.3
Cc1cc(C)nc(NS(=O)(=O)c2ccc(-n3cccc3)cc2)n1	-9.6
Cc1ccc(O)c(C(=O)c2cnc3c(c2)CN(CCC(C)C)C(=O)N3)c1	-19.6
COc1cccc2sc(N3CCN(c4nc5ccccc5s4)CC3)nc12	-1.1
CSCCC(Nc1nc2ccccc2s1)C(=O)O (centres undefined)	-5.1
COc1ccc(CCNC(=O)CSc2nnc(Cn3c(=O)sc4ccccc43)n2C)cc1OC	-6.6
CCOC(=O)c1cc(-c2ccc(F)cc2)no1	0.2
CC1=C(C(=O)OC(C)C)C(c2ccc(C)cc2)C2=C(CCCC2=O)N1 (centres undefined)	0.9
Cc1ccc(CNC(=O)CC(C(=O)N2CCc3ccccc32)n2ccnc2)cc1 (centres undefined)	-10.2

Going on with the list.
SMILES	14-3-3 PPI
CCOC(=O)c1ccc(CSc2n[nH]c(C)n2)o1	-6.8
O=C(Nc1ccc(-c2nc3ccccc3o2)cc1)C1CCCO1 (centres undefined)	5.0
O=c1cc(CCl)nc2ccc(Cl)cn12	-11.0
CCSc1nc2ccccc2[nH]1	-3.8
O=C1CCc2cc(S(=O)(=O)N3CCc4ccccc4C3)ccc2N1	-38.3
O=C(NCc1ccc2c(c1)OCO2)C(=O)Nc1ccccc1	0.1
CCCCOC(=O)C1[C@H]2C(=O)N(CCc3ccccc3)C[C@]23C=C[C@H]1O3 (some centres undefined)	-4.3
O=C(O)C1C2C=CC(O2)C1C(=O)NCCC1=CCCCC1 (centres undefined)	2.7
O=C(c1cccnc1)N1CCN(C(=O)c2ccco2)CC1	-1.0
COc1ccc(N2C(=O)CSC2c2cccc(F)c2)cc1Cl (centres undefined)	-0.7
COc1ccc(N2C(=O)CCC(C(=O)O)C2c2ccc(F)cc2)cc1 (centres undefined)	1.2&4.7
CC(=O)N1CCc2cc(S(=O)(=O)NC(CC(C)C)C(=O)N3CCc4ccccc4C3)ccc21 (centres undefined)	4.9
CCOc1cc(-c2nc(-c3ccc(OC)cc3)no2)cc(OCC)c1OCC	6.1
CCCn1cnc2sc(C(=O)Oc3ccc(OC)cc3)c(C)c2c1=O	-6.9
COc1ccc(CNC(=O)c2cc(OC)c(OC)c(OC)c2)cc1	3.1
COc1ccc2oc(-c3ccc(N=Cc4c(O)ccc5ccccc45)cc3)nc2c1	-7.0
O=C(C1CCC(CNc2c(N3CCOCC3)c(=O)c2=O)CC1)N1CCN(c2ccccc2)CC1 (centres undefined)	3.2
Cc1sc(NC(=O)c2ccccc2)c(C(N)=O)c1C	-18.9
COc1cccc(NC(=O)CSc2nc(NC3CCCCC3)c3ccccc3n2)c1	-89.8
CC(=O)C(C)Sc1nc2c(c(=O)[nH]c(=O)n2C)n1Cc1cccc(C)c1 (centres undefined)	0.7
COc1ccccc1OCCn1c(=O)sc2ccccc21	5.4
Cc1ccc2c(c1)N(CCC(=O)NC(C)C)C(=O)C(C)O2 (centres undefined)	3.5
Cc1ccc(CS(=O)(=O)CCC(=O)NC2CCCC2)cc1	-3.2
CCCCOC(=O)c1c(C)c([N+](=O)[O-])c(C)[nH]c1=O	0.2
Cc1ccc(S(=O)(=O)N2CCN(c3nc(C)nc4sc(C)c(C)c34)CC2)cc1	-5.5

Other compounds follow:
SMILES	14-3-3 PPI
CC1CN(C2CC(C)(C)NC(C)(C)C2)CCC1=O (centres undefined)	5.7
CCOc1ccc(C(=O)Nc2ccc3oc(-c4ccc5ccccc5c4)nc3c2)cc1	-42.9
CCc1ccc(C(=O)Nc2ccc(Cl)cn2)cc1	1.0
O=C(Cc1c(C(=O)O)[nH]c2ccc(Cl)cc12)NCc1ccccn1	8.0
Cc1ccc(C2C(C(=O)c3ccco3)=C(O)C(=O)N2c2nnc(C)s2)cc1 (centres undefined)	-8.5
Cc1cc(C)n2nc(SCC(=O)NC3CC3)nc2n1	2.7
O=[N+]([O-])c1ccc(C=CC=Nc2ccc3oc(-c4cccc5ccccc45)nc3c2)cc1	-5.1
Cc1csc(NC(=O)CSc2nsc(SCC(=O)Nc3nc(C)cs3)c2C#N)n1	74.6*
CCC(C)(C)NS(=O)(=O)c1ccc(OC)c(OC)c1	4.9
COCCOC(=O)C1=C(C)NC2=C(C(=O)CC(c3ccc(OC)c(OC)c3)C2)C1c1cccc(C)c1 (centres undefined)	-10.4
CCCCN(C)Cc1c(C)[nH]c2c(Cl)cccc2c1=O	5.6&-27.8
O=C(Nc1nc(-c2ccc(S(=O)(=O)N3CCOCC3)cc2)cs1)c1ccccc1	-7.3
N#Cc1nc(COc2ccccc2)oc1NCc1ccc(F)cc1	-1.8
COC(=O)C1C(O)=C(C(C)=N)C(=O)CC1(C)C (centres undefined)	-1.6
O=C(NCc1ccccc1Cl)c1ccc2c(c1)N(Cc1ccc(Cl)cc1)C(=O)CS2	2.6
CC(CCc1ccccc1)N=c1c([N+](=O)[O-])nn(-c2ccccc2)n1O (centres undefined)	-4.6
Cc1ccc(C(=O)Nc2ccc([N+](=O)[O-])cc2)cc1S(=O)(=O)Nc1cccc(C(=O)O)c1	-2.5
CC1(C)CC(=S)C=C(N2CCCCC2)C1	124.5*
CNc1oc(Cc2cccc3ccccc23)nc1C#N	-22.1
CN1CCN(c2nc(-c3ccccc3)nc3c2oc2ccccc23)CC1	1.3
O=C(Nc1nc2c(s1)CCCC2)c1ccc(S(=O)(=O)N2CCc3ccccc32)cc1	-3.2
CCCCN(Cc1ccccc1)S(=O)(=O)c1ccc2c(c1)CCN2C(=O)CC	-4.2
Cc1nc(C)c(NC(=O)N2CCc3ccccc32)cc1NC(=O)N1CCc2ccccc21	-2.5
CCOC(=O)c1nnn(-c2nonc2N)c1COc1ccccc1	-9.6
COc1cc(CC(=O)NCc2ccc3c(c2)OCO3)cc(OC)c1OC	-0.7

(cont.)
SMILES	14-3-3 PPI
Cc1ccc(N2C(=O)CSC2c2cccnc2)cc1F (centres undefined)	-0.9&11.5
CCc1cc(C=NC2CCCCC2)c(O)s1	2.4&-5.8
O=C(Nc1nc(-c2ccccn2)cs1)c1ccc(S(=O)(=O)N2CCCCC2)cc1	-3.8&-34.4
O=C(NCCN1CCOCC1)c1csc2c1CCCCC2	-4.1
COc1ccc(CCNC(=O)CCS(=O)(=O)c2ccc3c(c2)CCN3C(C)=O)cc1OC	-3.5
COc1ccc(CCC(=O)Nc2nc3c(s2)CN(C)CC3)cc1OC	2.7
COC(=O)c1ccc(Nc2cc(N3CCC(C)CC3)c3noc4c3c2C(=O)c2ccccc2-4)cc1	-312.1
COc1ccc(C=Nc2ccc3c(c2)OCCO3)cc1	1.3
CN(C)CCN1C(=O)C(=O)/C(=C(/O)c2ccc(Cl)cc2)C1c1ccco1 (centres undefined)	-11.3
CC(C)C[C@H](N)CSSC[C@@H](N)CC(C)C	0.7
O=C(CN1CCCCC1)Nc1nnc(-c2ccccc2)s1	-1.6
Cc1cccc(NC(=O)c2c(O)c3cccc4c3n(c2=O)CC4)n1	-9.0
CC1NC2(C(=O)c3ccccc3C2=O)C2C(=O)N(c3ccccc3)C(=O)C12 (centres undefined)	-2.8
Cc1cccc(NC(=O)COc2ccc(C(C)C)cc2)c1	-26.9
Clc1ccc(Nc2nc(-c3ccc(I)cc3)cs2)cc1	-1.2
Cc1ccc(CSC2=Nc3ccccc3C3=NC(CCC(=O)N4CCN(c5ccccc5)CC4)C(=O)N23)cc1 (centres undefined)	-52.0
CCC(Oc1ccccc1)C(=O)Nc1ccc(F)c([N+](=O)[O-])c1 (centres undefined)	-3.7
CC(C)C1N(C(=O)CN2CCCC2)CCN1S(=O)(=O)c1ccccc1 (centres undefined)	-5.4&2.1
CCCc1cc(N2CCCC(C(=O)Nc3cc(Cl)ccc3OC)C2)n2ncnc2n1 (centres undefined)	-7.2
Cc1ccc2occ(C(=O)c3ccco3)c(=O)c2c1	-1.7
O=C(COc1cc([N+](=O)[O-])cc2cccnc12)N1CCCC1	-1.6
COc1ccccc1N1C(=O)C2C3C=CC(C3)C2(C)C1=O (centres undefined)	-6.3
CCOC(=O)c1oc2cccc(OCC(O)CNC(C)C)c2c1C (centres undefined)	2.3
COC(=O)C1=C(C)NC(C)=C(C(=O)OC)C1c1ccc(OC)c([N+](=O)[O-])c1	-0.9
CCCCCCNC(=O)Cn1cnc2c1c(=O)n(C)c(=O)n2C	-0.8

4 compounds from above, arranged by the value under 14-3-3 PPI, rising:
mol	14-3-3 PPI
CCCc1cc(N2CCCC(C(=O)Nc3cc(Cl)ccc3OC)C2)n2ncnc2n1 (centres undefined)	-7.2
COc1ccccc1N1C(=O)C2C3C=CC(C3)C2(C)C1=O (centres undefined)	-6.3
CC1NC2(C(=O)c3ccccc3C2=O)C2C(=O)N(c3ccccc3)C(=O)C12 (centres undefined)	-2.8
CCCCCCNC(=O)Cn1cnc2c1c(=O)n(C)c(=O)n2C	-0.8

The list continues:
SMILES	14-3-3 PPI
CC1CCN(S(=O)(=O)N2CCCC(C(=O)NCc3ccc4c(c3)OCO4)C2)CC1 (centres undefined)	-4.3
CC(C)N1C(=O)CCC1C(=O)NC1CCCC1 (centres undefined)	3.8&1.2
CCC(=O)N1CCc2cc(S(=O)(=O)NCCC(=O)O)ccc21	-4.9
N=c1c2c(n(Cc3ccc(F)cc3)c3c1CCC3)CCC2	0.4
CC1=C(C(=O)OC(C)C)C(c2cccc3ccccc23)NC(=O)N1 (centres undefined)	-10.8
O=c1cc[nH]cc1[N+](=O)[O-]	-193.5
C=CCN(CC=C)S(=O)(=O)c1ccc(C(=O)Nc2nc3ccc4ccccc4c3s2)cc1	-1.6
